# Screening data: PubChem BioAssay, The Scripps Research Institute Molecular Screening Center
# GPR151 activ: activates the human receptor GPR151; Q8TDV0; PathHunter beta-arrestin GPR151 cells, luminescence; activation, % at 11.2 µM; 650,000 tested, 1% active; AID 1508602; in the data active = activation above about 4.9%;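 also: 0% = median of compound wells and 100% = cells with positive control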
# Target sequence (Q8TDV0 whole entry, looked up): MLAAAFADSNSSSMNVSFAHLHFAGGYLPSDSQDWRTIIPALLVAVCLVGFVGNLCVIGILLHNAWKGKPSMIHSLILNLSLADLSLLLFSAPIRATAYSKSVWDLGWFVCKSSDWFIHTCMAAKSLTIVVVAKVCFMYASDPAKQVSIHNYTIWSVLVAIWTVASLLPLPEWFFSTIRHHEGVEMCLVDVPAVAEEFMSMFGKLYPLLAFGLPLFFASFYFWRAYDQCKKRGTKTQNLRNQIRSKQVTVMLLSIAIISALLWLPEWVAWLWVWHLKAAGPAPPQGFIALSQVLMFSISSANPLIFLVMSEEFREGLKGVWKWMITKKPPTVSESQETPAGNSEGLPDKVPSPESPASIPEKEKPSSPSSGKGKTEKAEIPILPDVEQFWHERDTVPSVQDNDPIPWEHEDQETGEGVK
# TEAD-YAP block: TEAD-YAP interaction inhibition; HEK-TIYL cells, TEAD-Gal4/YAP UAS-luciferase luminescence; inhibition, % at 9.12 µM; 640,000 tested, 1.4% active; AID 1259422; in the data active = inhibition above about 32%;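 also: 0% = median of test compound wells and 100% = reference inhibitor wells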
# MITF primary: inhibitors of human MITF; O75030; AlphaScreen MITF homodimerization, bead proximity signal; inhibition, % at 2.6 µM; 650,000 tested, 0.91% active; in the data active = inhibition above about 50%;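 also: 0% = vehicle wells with protein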
# Target sequence (O75030 whole entry, looked up): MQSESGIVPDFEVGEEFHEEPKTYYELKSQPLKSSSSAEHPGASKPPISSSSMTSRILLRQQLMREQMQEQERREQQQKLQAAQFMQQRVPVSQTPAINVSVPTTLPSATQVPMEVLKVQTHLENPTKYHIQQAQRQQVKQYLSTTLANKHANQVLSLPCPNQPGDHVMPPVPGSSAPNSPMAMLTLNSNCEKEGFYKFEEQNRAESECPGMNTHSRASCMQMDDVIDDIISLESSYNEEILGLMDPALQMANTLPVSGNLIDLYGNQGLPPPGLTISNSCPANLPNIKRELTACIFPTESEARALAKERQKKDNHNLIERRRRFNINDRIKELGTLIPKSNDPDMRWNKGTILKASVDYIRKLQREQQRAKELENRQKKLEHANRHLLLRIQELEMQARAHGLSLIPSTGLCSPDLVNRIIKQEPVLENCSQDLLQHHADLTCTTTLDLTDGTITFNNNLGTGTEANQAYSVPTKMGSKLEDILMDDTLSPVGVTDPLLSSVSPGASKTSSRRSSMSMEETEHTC
# FBW7 activator: activators of human E3 ligase FBW7 | AlphaScreen FBW7–phospho-cyclin E peptide binding, activator screen | Q969H0 | 650,000 tested, 0.13% active | AID 1259310 | normalized activity (activation), % at 26.1 µM; in the data active = normalized activity above about 1.9%;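 also: purified mutant Fbw7 with reduced substrate affinity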
# * hit, by the source's call.
Structure | GPR151 activ | TEAD-YAP block | MITF primary | FBW7 activator
N#C/C(=C/Nc1ccc(F)cc1[N+](=O)[O-])c1nc(-c2cccc([N+](=O)[O-])c2)cs1 | 0.3 | 15.2 | 2.1 | -0.1
CC12CCC(C(=O)NCc3ccc4c(c3)OCO4)(C(=O)C1=O)C2(C)C (stereo not drawn) | 0.8 | -1.9 | -2.2 | -0.1
Cc1nc(-n2cccc2)sc1C(=O)NCc1ccccc1Cl | -0.5 | -5.4 | -4.7 | -0.3
CCOCCCNC(=O)COc1ccc(N2CCN(C(C)=O)CC2)cc1 | -1.3 | -0.8 | 5.4 | 0.0
CCCC(=O)Nc1ccc(C(=O)NCc2ccc(OC)cc2)cc1 | 1.5 | 1.6 | 6.3 | 0.2
Cc1c(C)n(C(=O)CSc2nnc(N)s2)c2ccccc12 | 0.5 | 5.9 | -12.2 | -0.3
Cc1nc(Sc2ncn[nH]2)c2cc(-c3ccccc3)sc2n1 | 0.1 | -4.6 | -10.8 | 0.1
CCOC(=O)C1=C(C)NC2=C(C(=O)CC(c3ccccc3)C2)C1c1cc(OC)c(OC)c(OC)c1 (stereo not drawn) | -1.0 | -28.2 | 13.5 | 0.2
CCCCOC(=O)c1cc2cc(Br)ccc2oc1=O | -0.1 | 8.4 | 6.8 | -0.1
CCn1nnc(NC(=O)c2ccc(C)c(C)c2)n1 | -1.8 | -30.2 | 3.0 | 0.2
C=CCn1c(O)c(C=Nc2ccccc2C(=O)OC)c(=O)[nH]c1=S | 2.7 | -7.9 | -1.7 | 0.0
COc1cc2nc(N3CCN(Cc4ccc5c(c4)OCO5)CC3)nc(NC3CC3)c2cc1OC | -2.6 | -0.9 | 2.4 | -0.2
CCc1ccc(N(CC)C(=O)COc2cc(=O)n(CC)c3ccccc23)cc1 | -0.2 | 2.8 | 17.6 | 0.1
COc1cc(/C=C(/C#N)c2cccc(F)c2)c([N+](=O)[O-])cc1OC | 0.2 | 2.1 | -8.9 | 0.0
C=CCNC(=O)C(=O)NCC1OCCCN1S(=O)(=O)c1ccc(F)cc1C (stereo not drawn) | 7.3* | -2.8 | -0.3 | 0.0
CCOC(=O)c1sc2nc(C)nc(NCC(C)O)c2c1C (stereo not drawn) | -1.2 | -8.7 | -7.7 | -0.1
O=C(/C=N\O)NCCCNCc1ccccc1 | 0.7 | -6.7 | -3.6 | 0.0
O=C(Nc1c(F)cc(F)cc1Br)c1ccco1 | -1.6 | -2.4 | 13.1 | -0.1
COc1cc([N+](=O)[O-])ccc1-n1c(C)cc(C=C2C(=O)NC(=O)NC2=O)c1C | 1.4 | -10.5 | -1.2 | -0.2
CC(C)(C)c1csc(CN2CCN(CC(=O)N3CCOCC3)CC2)n1 | -1.3 | -2.8 | 53.8* | 0.3
CCc1nc2sccn2c(=O)c1C(=O)NCc1cccc(Cl)c1 | -1.3 | 2.8 | 14.1 | 0.8
Cc1ccc(S(=O)(=O)N(C)CC(=O)NNC(=O)CSc2nc3ccccc3o2)cc1 | 2.4 | 7.2 | 0.1 | -0.1
Cc1ccc(NC(=O)CCN2C(=O)C3CC=C(Cl)CC3C2=O)cc1 (stereo not drawn) | -0.4 | 10.0 | 2.4 | -0.1
Clc1cccc(Cl)c1-c1nnc2ccc3ccccc3n12 | -1.0 | 1.4 | 10.6 | 0.0
Cc1ccc(C(=O)OCC(=O)c2cccc(Cl)c2)s1 | 0.3 | -6.1 | 0.1 | 0.1
CC(=O)N1CCN(c2nc(CN3CC4CCCC3C4)nc3ccccc23)CC1 (stereo not drawn) | -0.3 | -2.3 | -4.8 | 0.8
O=C(OC1c2ccccc2-c2ccccc21)c1ccc([N+](=O)[O-])cc1 | 2.0 | -2.7 | 5.3 | 0.1
CC(C)NC(=O)Cn1c(-c2cccnc2)nc2ccccc21 | -0.6 | -1.6 | 8.0 | -0.1
COCCN1C(=O)C(O)=C(C(C)=O)C1c1ccccc1Cl (stereo not drawn) | -0.5 | 1.5 | 3.3 | 0.0
Cc1ccc(Nc2c([N+](=O)[O-])c(=O)n(C)c3ccccc23)cc1 | -0.6 | 10.4 | -0.8 | -0.2
O=C(Nc1cc(Cl)ccc1Cl)c1cc(Cl)cc(Cl)c1O | 1.1 | 56.8* | 2.2 | -0.1
CCCCNC(=O)NNc1ccc(S(=O)(=O)N2CCCCC2)cn1 | 4.2 | -4.8 | 5.2 | 0.2
S=C(Nc1ccccc1Cl)N(Cc1ccccn1)Cc1ccccc1Cl | 0.1 | -5.5 | -5.2 | 0.0
COc1cc(OC)c(C(=S)N2CCCCC2)cc1OC | -0.2 | 0.9 | 16.5 | 1.8
Nc1nc(NCc2ccc(F)cc2)nn1-c1ccccc1 | 0.7 | -8.7 | 22.6 | 0.4
CS(=O)(=O)N(CC(O)Cn1c2ccccc2c2ccccc21)c1ccc(Cl)cc1 (stereo not drawn) | -0.4 | 3.3 | 2.3 | 0.1
CCn1c(=NC(=O)CCS(=O)(=O)c2ccccc2)sc2cc(OC)c(OC)cc21 | -0.2 | 11.5 | -4.6 | 0.2
CCCc1ccc(OCC(=O)Nc2cc(OC)c(Cl)cc2OC)cc1 | 0.3 | -0.7 | 2.2 | 0.0
COc1ccc(CNC(=O)N2CCCC(c3nnc(-c4ccccc4F)s3)C2)cc1 (stereo not drawn) | -0.4 | -22.9 | 12.4 | -0.1
COc1ccc2nc(-c3ccc(NS(=O)(=O)c4cc(C)c(OC)cc4C)cc3)cn2n1 | 2.3 | -12.7 | -0.2 | 0.0
NC(=O)c1c(NC(=O)c2cccnc2)sc2c1CCCC2 | 1.7 | -4.8 | 8.7 | -0.1
COC(=O)C(=C/C=C/NCc1ccccc1)C(=O)OC | -0.8 | -3.4 | -0.9 | 0.0
c1ccc2c3c([nH]c2c1)CN(Cc1ccc2c(c1)OCO2)CC3 | -0.1 | 2.0 | 18.9 | -0.1
O=[N+]([O-])CC(c1ccc2c(c1)OCO2)c1c[nH]c2ccccc12 (stereo not drawn) | -0.7 | 8.6 | -5.3 | -0.1
CCOC(=O)c1c(C)oc2ccc(OC(=O)c3ccc([N+](=O)[O-])o3)cc12 | -0.6 | 3.5 | 4.6 | 0.0
COc1ccccc1C(=O)N[C@H]1C[C@H]2C(=O)N3CCC[C@H]3C(=O)N2C1 | -1.3 | -3.1 | -13.7 | 0.1
COc1ccc(C(=O)NC(=S)Nc2ccc(NC(=O)C(C)C)cc2)cc1 | 0.6 | 7.8 | 12.8 | 0.3
CC(=O)N1CCN(c2ccc(C(=O)c3ccccc3)cc2F)CC1 | 0.8 | -56.8 | -11.5 | 0.2
COc1ccccc1C(=O)N/C(=C/c1ccc(Br)cc1)C(=O)NCC(=O)O | 3.8 | -2.4 | -0.6 | 0.0
Brc1ccc2[nH]c3ccccc3c2c1 | 3.6 | -4.9 | -1.7 | 0.0

# The list continues:
Structure | GPR151 activ | TEAD-YAP block | MITF primary | FBW7 activator
Cc1cc(Cl)ccc1OCC(=O)Nc1sccc1C(=O)NC1CC1 | 1.2 | 0.9 | 6.6 | 0.2
COCCn1c2ccccc2n2c(=O)n(CC(=O)N3CCCCC3)nc12 | 0.3 | 4.4 | 14.0 | 1.1
COc1ccc(-c2noc(N3CCCC(C(=O)Nc4ccccc4F)C3)n2)cc1 (stereo not drawn) | -1.5 | -1.2 | 9.6 | 0.4
CN(C)S(=O)(=O)c1ccc(C(=O)Oc2ccc(C(=O)c3ccccc3)cc2)cc1 | 1.2 | 10.1 | -5.4 | -0.1
CCOC(=O)c1nn(CCO)c2c1CN(Cc1cc3ccccc3s1)CC2 | -0.1 | 9.8 | 2.6 | -0.1
CC(Oc1ccccc1)C(=O)NC1CCCC1 (stereo not drawn) | 0.2 | -5.9 | -2.3 | 0.0
Cn1ccnc1Sc1ccc(C(N)=O)cc1[N+](=O)[O-] | -0.1 | -11.3 | 0.3 | -0.1
CC(=O)c1ccc(OC(=O)CCc2ccccc2)cc1 | 2.2 | 3.2 | -2.0 | 0.2
COC(=O)c1cccc(N2COc3ccc4c5c(c(=O)oc4c3C2)CCC5)c1 | -1.0 | -12.1 | -2.6 | -0.1
CCOc1ccc(C(C(C#N)C#N)C(C(C)=O)C(=O)Nc2ccc(F)cc2)cc1 (stereo not drawn) | 0.9 | 0.9 | 12.1 | 0.2
CCn1c(SCC(=O)c2cccc([N+](=O)[O-])c2)nnc1-c1ccco1 | -2.3 | 7.9 | 1.6 | -0.2
COC(=O)c1ccc2c(c1)nc(SCC(=O)Nc1ccccc1Cl)n1c3ccccc3nc21 | 0.8 | 9.8 | -2.3 | -0.1
CC(C)Oc1ccc(/C=C2/NC(=O)NC2=O)cc1Cl | 0.4 | -6.5 | -7.8 | 0.0
CC(C)=C1C2C=CC1C(C(=O)Nc1ccc(F)cc1)C2C(=O)O (stereo not drawn) | -0.6 | -6.4 | -8.2 | -0.1
Clc1ccc(-c2nsc3c(N4CCN(Cc5ccccn5)CC4)ncnc23)cc1 | -0.7 | 2.4 | 14.3 | 0.2
COc1cc(-c2ccc3c(c2)OCO3)cc(=O)c2c(C)oc(C)c12 | -1.2 | -5.2 | 1.0 | -0.1
OCCC1CN(Cc2cccn2-c2ncccn2)CCN1Cc1ccsc1 (stereo not drawn) | -0.8 | -4.2 | 17.1 | 0.2
CCc1cccc2c1N=C/C2=C\c1c(O)n(C)c(=O)n(C)c1=O | 0.0 | 3.9 | -0.2 | -0.5
COC(=O)c1ccc2c(c1)n(CCOC(C)=O)c(C)[n+]2CCO | 0.6 | 3.1 | 11.4 | 0.9
COc1ccccc1CC(=O)Nc1cnc2cnc(-c3ccc(C(C)C)cc3)cn12 | -0.9 | 5.5 | -18.4 | -0.1

# Looked up by structure from above:
Structure | GPR151 activ | TEAD-YAP block | MITF primary | FBW7 activator
COC(=O)c1ccc2c(c1)nc(SCC(=O)Nc1ccccc1Cl)n1c3ccccc3nc21 | 0.8 | 9.8 | -2.3 | -0.1
CCc1cccc2c1N=C/C2=C\c1c(O)n(C)c(=O)n(C)c1=O | 0.0 | 3.9 | -0.2 | -0.5

# An excerpt from above in order of formula weight, falling.
Structure | GPR151 activ | TEAD-YAP block | MITF primary | FBW7 activator
COc1ccccc1CC(=O)Nc1cnc2cnc(-c3ccc(C(C)C)cc3)cn12 | -0.9 | 5.5 | -18.4 | -0.1
CC(C)=C1C2C=CC1C(C(=O)Nc1ccc(F)cc1)C2C(=O)O (stereo not drawn) | -0.6 | -6.4 | -8.2 | -0.1
CCc1cccc2c1N=C/C2=C\c1c(O)n(C)c(=O)n(C)c1=O | 0.0 | 3.9 | -0.2 | -0.5

# The list goes on.
Structure | GPR151 activ | TEAD-YAP block | MITF primary | FBW7 activator
CCOC(=O)c1c(NC(=S)Nc2ccccc2OC)sc2c1CC(C)(C)OC2 | 0.1 | 4.0 | 0.2 | 0.1
CC(=O)N1C(C(=O)NCc2ccc3c(c2)OCO3)CSC12CCN(C)CC2 (stereo not drawn) | -0.7 | 10.7 | 2.4 | 0.3
CCC(c1nnnn1C(C)(C)CC)N(CCO)Cc1cc2cc(C)ccc2[nH]c1=O (stereo not drawn) | -0.4 | 13.7 | 10.8 | 0.0
O=C1CC(NS(=O)(=O)c2cccs2)CN1c1cccc(F)c1 (stereo not drawn) | 0.8 | -1.1 | -3.8 | 0.0

# Shown as labelled records: entries from further up.
CCOC(=O)c1c(NC(=S)Nc2ccccc2OC)sc2c1CC(C)(C)OC2
  GPR151 activ: 0.1 | TEAD-YAP block: 4.0 | MITF primary: 0.2 | FBW7 activator: 0.1
CCC(c1nnnn1C(C)(C)CC)N(CCO)Cc1cc2cc(C)ccc2[nH]c1=O (stereo not drawn)
  GPR151 activ: -0.4 | TEAD-YAP block: 13.7 | MITF primary: 10.8 | FBW7 activator: 0.0
O=C1CC(NS(=O)(=O)c2cccs2)CN1c1cccc(F)c1 (stereo not drawn)
  GPR151 activ: 0.8 | TEAD-YAP block: -1.1 | MITF primary: -3.8 | FBW7 activator: 0.0

# Random draw from the library (roughly 3.4% active in at least one column).
